Screening results from PubChem BioAssay.
Hsp70 act: Hsp70 transcriptional activation, primary screen. AID 1203. activation, % at 10 µM. HeLa Hsp70 promoter luciferase reporter, luminescence; scaled: vehicle 0, proteasome-inhibitor control 100%. 200,000 compounds, 0.04% hits;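 active means activation above the mean across all tested compounds plus 3 SD, cutoff set per campaign, cut at about 5.5% in these data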;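 further: 100% = MG132 at 30 µM as the positive control and 0% = DMSO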
NF-kB neuron act: NF-kB expression increase, human neuronal cells; NF-kB reporter expression; hits give high values; fold change at 12.5 µM; 190,000 compounds, 1.6% hits; AID 1239; in the data active means fold change above about 3.3
APP transl inh: APP translation inhibition | SH-SY5Y APP 5'UTR-luciferase reporter, luminescence | inhibition, % at 2 µM | 190,000 compounds, 0.82% hits | AID 1285;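 active means inhibition above a set limit, derived from the sample mean plus 3 SD, cut at about 45% in these data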; further: values of inactives mirror those of a sister screen read the other way
FLuc inh counter: inhibits firefly luciferase, flagging false hits in luciferase inhibition screens; ATPLite firefly luciferase biochemical luminescence, 10 min; inhibition, % at 10 µM; 200,000 compounds, 1.5% hits;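 active means inhibition above about 50% when tested at 10 µM, limit read from the data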
Target sequence (P08659 whole entry, looked up): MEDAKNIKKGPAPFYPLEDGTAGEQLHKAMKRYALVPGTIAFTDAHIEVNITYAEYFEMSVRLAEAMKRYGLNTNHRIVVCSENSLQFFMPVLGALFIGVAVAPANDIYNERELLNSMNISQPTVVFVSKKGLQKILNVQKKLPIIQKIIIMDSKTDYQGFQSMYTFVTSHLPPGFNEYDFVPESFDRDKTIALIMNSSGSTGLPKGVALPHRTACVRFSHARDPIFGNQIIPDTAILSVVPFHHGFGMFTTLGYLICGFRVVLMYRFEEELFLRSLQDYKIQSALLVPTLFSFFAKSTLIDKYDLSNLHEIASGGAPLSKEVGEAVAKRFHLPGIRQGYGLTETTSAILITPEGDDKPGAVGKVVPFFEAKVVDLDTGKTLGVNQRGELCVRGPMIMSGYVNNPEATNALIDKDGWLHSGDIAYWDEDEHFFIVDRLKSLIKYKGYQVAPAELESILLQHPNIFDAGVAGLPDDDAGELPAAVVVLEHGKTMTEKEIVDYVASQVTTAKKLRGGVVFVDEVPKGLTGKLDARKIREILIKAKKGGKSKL
STAT1 inh: STAT1 signaling inhibition | NIH 3T3 STAT1-luciferase reporter, IFN-gamma, luminescence | inhibition, % at 5.5 µM | 200,000 compounds, 0.35% hits | AID 920;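 active means inhibition above a set limit, the mean inhibition across all tested compounds plus 3 SD, cut at about 34% in these data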;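 further: 0% = IFN-gamma with DMSO and 100% = IFN-gamma with 300 µM nifuroxazide; values of inactives mirror those of a sister screen read the other way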
STAT3 inh: reduces IL-6 driven STAT3 reporter signal | U3A cells, IL-6 STAT3-luciferase reporter, luminescence; host cell line lacks STAT1 | inhibition, % at 5.5 µM | 190,000 compounds, 0.89% hits | AID 862;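 active means inhibition above the mean inhibition across all screened compounds plus 3 SD, cut at about 44% in these data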;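 further: 0% = DMSO only wells and 100% = 100 µM nifuroxazide control wells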
RAM inhibit: blocks the yeast RAM network | S. cerevisiae dse1pr::URA3 reporter, 5-FOA growth OD615, 2 d; analog-sensitive cbk1-as2 kinase mutant strain | 190,000 compounds, 1.8% hits | AID 868 | inhibition, % at 50 µM;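 active means inhibition above a set limit, 3 SD over mean compound inhibition, cut at about 8.4% in these data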;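 further: 0% = DMSO-only wells with no growth and 100% = 10 µM 1-NA-PP1 full growth; inhibition rescues growth on 5-FOA so higher OD means more RAM inhibition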
STAT3 act: activators of IL-6 induced STAT3 signaling | AID 871 | U3A cells, IL-6 STAT3-luciferase reporter, luminescence; 100% = signal with IL-6 EC80 alone | 190,000 compounds, 0.91% hits | activation (% of control), % at 5.6 µM;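 active means activation above the screen-wide mean of compound activation plus 3 SD, cut at about 130% in these data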;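 further: 0% = background luminescence of wells with medium and substrate only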
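system = STAT3-luciferase reporter U3A cells | reagent = IL-6 stimulus at 33 ng/mL final | timing = 1 h compound pre-exposure, 6 h IL-6 stimulation, 37 °C | measured by = luminescence | evaluation = % activation versus median of IL-6-stimulated wells | control set = IL-6-only wells as 100% reference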
STAT1 activator: increases IFN-gamma driven STAT1 reporter signal; activation (% of control), % at 5.5 µM; 200,000 compounds, 2.6% hits; NIH 3T3 STAT1-luciferase reporter, luminescence; 100% = IFN-gamma alone, no compound;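 active means activation above the screen-wide mean activation plus 3 SD, cut at about 130% in these data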;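 further: raw ratio to IFN-gamma control signal so 100% means no change and 0% no light; values of inactives mirror those of a sister screen read the other way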
APP 5'UTR act: APP 5'UTR luciferase reporter activation | SH-SY5Y APP 5'UTR luciferase reporter, luminescence; zero percent = DMSO vehicle wells | activation, % at 2 µM | 190,000 compounds, 1% hits;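 active means activation above a set limit, based on mean plus 3 SD of controls, cut at about 140% in these data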; further: values of inactives mirror those of a sister screen read the other way
* hit, by the source's call; nt = not tested or not shown.

1	CCOc1cc(/C=C2/N=C(c3ccc(C(C)(C)C)cc3)OC2=O)cc(Cl)c1OS(C)(=O)=O
2	CC1CCN(c2ccc(C(=O)NCCc3ccccc3)cn2)CC1
3	Cc1ccc(C)c(NCc2ccccc2CO)c1
4	O=C(NCCSc1c(-c2ccccc2)[nH]c2ccccc12)c1cc2ccccc2oc1=O
5	CCC(C)NC(=O)Nc1ccc(C)cc1C (stereo unspecified)
6	O=C(c1cnc2n(c1=O)CCS2)N1CCCc2ccccc21
7	Cc1ccc(-n2c([S-])c(C(=O)NC(C)c3ccccc3)[n+]3ccccc23)cc1 (stereo unspecified)
8	CC(=O)N1CCN(C(=S)c2ccc(-c3ccc(Cl)cc3)o2)CC1
Compound	1	2	3	4	5	6	7	8
Hsp70 act	-0.2	-0.2	0.0	-0.2	-0.6	-0.6	-0.2	0.0
NF-kB neuron act	1.1	1.6	1.1	1.2	1.1	1.1	1.4	1.2
APP transl inh	-8	-31	15	6	0	1	-11	-2
FLuc inh counter	-10	2	-8	-11	-2	-3	-10	-5
STAT1 inh	1	-33	-12	0	4	-3	15	4
STAT3 inh	-6	-8	12	2	7	-2	31	-2
RAM inhibit	1.0	-0.9	1.0	7.1	1.1	0.6	5.8	0.9
STAT3 act	105	111	92	98	97	103	79	105
STAT1 activator	99	132*	110	100	96	103	86	96
APP 5'UTR act	8	31	-15	-5	0	-1	11	2

The final four records of the section before are carried over, then new ones follow:
5	CCC(C)NC(=O)Nc1ccc(C)cc1C (stereo unspecified)
6	O=C(c1cnc2n(c1=O)CCS2)N1CCCc2ccccc21
7	Cc1ccc(-n2c([S-])c(C(=O)NC(C)c3ccccc3)[n+]3ccccc23)cc1 (stereo unspecified)
8	CC(=O)N1CCN(C(=S)c2ccc(-c3ccc(Cl)cc3)o2)CC1
9	Cc1nc2ccccc2c2c1C(=O)N(Cc1cccnc1)C2=O
10	O=C(NC(Nc1cc(C(F)(F)F)ccc1Cl)C(=O)c1ccccc1)c1ccccc1 (stereo unspecified)
11	COC(=O)c1c(C)[nH]c(C(=O)OCC(=O)NC(C)(C)C)c1C
12	CCC(=O)N1CCN(CCN=CC2=C(O)CC(c3ccc(OC)cc3)CC2=O)CC1 (stereo unspecified)
13	O=c1/c(=C\c2ccc3c(c2)OCO3)sc2n1CCCN=2
14	COc1cccc(-n2c(SCC(N)=O)nnc2-c2c[nH]c3ccccc23)c1
15	COCCNC(=O)CSc1nc2cc3c(cc2c(=O)n1CCCC(=O)NCc1ccc(OC)cc1)OCO3
16	Cc1ccccc1NCC(=O)N/N=C\c1ccc([N+](=O)[O-])s1
Compound	5	6	7	8	9	10	11	12	13	14	15	16
Hsp70 act	-0.6	-0.6	-0.2	0.0	-0.4	-0.4	-0.3	-0.3	0.8	-0.1	0.3	0.0
NF-kB neuron act	1.1	1.1	1.4	1.2	0.98	1.2	1.1	0.96	4.7*	1.1	1.1	0.63
APP transl inh	0	1	-11	-2	nt	-5	23	1	-94	nt	-7	1
FLuc inh counter	-2	-3	-10	-5	-4	-6	2	-2	46	-6	-1	-1
STAT1 inh	4	-3	15	4	4	-8	-9	-5	-59	-4	-5	7
STAT3 inh	7	-2	31	-2	-13	3	20	8	6	13	7	10
RAM inhibit	1.1	0.6	5.8	0.9	5.0	2.9	-0.6	1.7	-0.5	-0.9	1.8	2.0
STAT3 act	97	103	79	105	111	108	87	96	97	97	99	102
STAT1 activator	96	103	86	96	99	107	107	104	154*	104	103	93
APP 5'UTR act	0	-1	11	2	nt	5	-23	-1	94	nt	7	-1

17	Cc1nc(Nc2cccc(C(C)O)c2)c2nnn(Cc3ccc(F)cc3)c2n1 (stereo unspecified)
18	CC1(C)Cc2ccccc2C(N/N=C/c2ccc([N+](=O)[O-])cc2)=N1
19	C=CCn1c(SCC(=O)c2c(N)n(CCC)c(=O)n(C)c2=O)nnc1-c1ccncc1
20	CC(=O)Nc1ccc(NC(=O)COC(=O)CCc2nc3ccccc3s2)cc1
21	COCCn1c(=NC(C)=O)sc2cc([N+](=O)[O-])ccc21
22	C/C(=N\Nc1nc(C)c(C)s1)c1ccc([N+](=O)[O-])cc1
23	COC(=O)c1cc(C(C)=O)c(C)[nH]c1=O
24	CC(C)CNC(=O)CC(c1ccccc1)c1c(O)ccc2ccccc12 (stereo unspecified)
Compound	17	18	19	20	21	22	23	24
Hsp70 act	-0.1	-0.2	0.4	-0.2	-0.1	0.1	-0.3	0.0
NF-kB neuron act	1.3	0.98	1.2	1.1	1.3	2.1	1.1	0.95
APP transl inh	6	17	-28	-6	3	22	0	-6
FLuc inh counter	-3	0	-7	-2	-1	1	-3	-10
STAT1 inh	4	-1	-6	-5	1	-24	-7	5
STAT3 inh	0	34	12	2	-7	13	3	1
RAM inhibit	2.0	1.6	2.6	2.2	1.1	1.8	2.1	5.1
STAT3 act	102	78	92	105	108	93	99	103
STAT1 activator	95	100	103	104	99	123	105	95
APP 5'UTR act	-6	-17	28	6	-3	-22	0	6

25	CC(C)=CCC(C)(C)CNC(=O)NC1CCCCC1
26	COc1ccc(C(=O)n2nc(-c3ccc(OC)cc3)nc2N)cc1
27	CCC(=O)Nc1nc(C)c(C(=O)N2CCCCC2)s1
28	Nn1c(SCC(=O)N2CCc3ccccc3C2)nnc1-c1cccs1
29	COCCNC(=O)CNC(=S)N(CCCN1CCOCC1)Cc1cccs1
30	Cc1ccc(C)c(OCC(=O)Nc2nonc2NC(=O)COc2cc(C)ccc2C)c1
31	CCCc1nc(N)c(C#N)c(N)c1C#N
32	CS(=O)(=O)c1nncn1-c1ccccc1
Compound	25	26	27	28	29	30	31	32
Hsp70 act	-0.4	-0.3	0.2	-0.5	-0.1	-0.2	-0.4	-0.3
NF-kB neuron act	1.3	0.91	0.78	0.96	1.1	1.1	0.87	1.1
APP transl inh	13	-18	2	8	-14	10	-5	-10
FLuc inh counter	-4	-7	-5	-4	-8	-2	-3	-4
STAT1 inh	-7	-13	-4	5	-6	-7	1	-5
STAT3 inh	14	-2	3	2	24	6	-12	2
RAM inhibit	4.3	5.2	0.8	1.1	1.0	2.5	1.2	0.1
STAT3 act	91	100	102	101	85	98	116	102
STAT1 activator	106	112	104	95	104	107	99	104
APP 5'UTR act	-13	18	-2	-8	14	-10	5	10

33	C=CCn1c(=O)c2ccc(C(=O)NCc3ccccc3)cc2n(Cc2ccc(Cl)cc2)c1=O
34	Cc1ccc(N2CN=c3s/c(=C\c4ccccn4)c(=O)n3C2)cc1
35	O=C(O)c1ccc(-c2cccc(Cl)c2)o1
36	CCOc1ccc(N(CC(=O)N2CCC(Cc3ccccc3)CC2)S(C)(=O)=O)cc1
37	O=C(CCCCCN1C(=O)c2ccccc2C1=O)Nc1ccc(F)cc1
38	COc1cc(C(=O)OCC(=O)N(C)C)cc(NC(=O)c2ccco2)c1OC
39	O=C(CN1CCOCC1)Nc1ccccc1Cl
40	CCN(c1ccccc1)S(=O)(=O)c1ccc(C(=O)Nc2nccs2)cc1
Compound	33	34	35	36	37	38	39	40
Hsp70 act	-0.2	0.2	-0.5	-0.2	0.0	1.8	-0.4	-0.4
NF-kB neuron act	0.95	1.2	nt	1.1	1.5	0.87	1.1	1.1
APP transl inh	-6	4	-8	2	-2	-16	15	-6
FLuc inh counter	-7	-4	nt	-3	-4	-4	-4	-4
STAT1 inh	2	-2	2	10	10	-9	9	-4
STAT3 inh	11	-2	12	-10	13	5	4	15
RAM inhibit	2.7	1.1	nt	0.8	3.4	3.2	-0.7	2.7
STAT3 act	88	103	92	117	91	96	103	92
STAT1 activator	98	102	98	91	91	108	92	104
APP 5'UTR act	6	-4	8	-2	2	16	-15	6

41	c1cnc2ccc(C(c3nnnn3C3CCCCC3)N3CCN4CCCC4C3)cc2c1 (stereo unspecified)
42	O=C(C[n+]1cc(-c2ccc(Cl)c(Cl)c2)n2c1CCC2)OCc1ccccc1
43	CCn1c(/C=C/c2c(C)[nH]c3ccccc23)nc2ccccc2c1=O
44	O=C(O)c1ccc(NS(=O)(=O)c2ccc3c(c2)OCCCO3)cc1
45	CNC(=O)CCn1nc(-c2ccccc2)c2ccccc2c1=O
46	CCN(CC)C(=S)SCC(=O)c1c(C)[nH]c2ccccc12
47	Fc1ccc(-c2ccnc3nc(N4CCN(c5ccccc5)CC4)nn23)cc1
48	CN(C(=O)c1ccc(S(=O)(=O)NC2CCCC2)cc1)C1CCCCC1
Compound	41	42	43	44	45	46	47	48
Hsp70 act	-0.3	-0.3	-0.2	0.0	-0.2	-0.3	-0.2	-0.2
NF-kB neuron act	1.3	1.1	0.99	0.96	1.2	1	1.3	0.82
APP transl inh	19	3	0	-1	-11	3	-23	-16
FLuc inh counter	-8	-6	-6	-4	-5	4	-7	-2
STAT1 inh	-7	-2	-4	-4	-1	-7	-4	7
STAT3 inh	4	10	-21	4	2	6	5	10
RAM inhibit	0.4	1.4	7.4	1.4	1.0	0.4	-0.4	2.1
STAT3 act	97	95	116	103	100	91	97	94
STAT1 activator	106	102	104	103	101	106	104	96
APP 5'UTR act	-19	-3	0	1	11	-3	23	16

49	Cc1cc(C)n(CC(=O)N2CCCC(C(=O)c3cccc(OC(C)C)c3)C2)n1 (stereo unspecified)
50	CCSc1cc(C2C(C(=O)OC)=C(C)NC3=C2C(=O)CCC3)c(C)o1 (stereo unspecified)
51	CCC(=NCCc1ccc(OC)c(OC)c1)C1=C(O)CC(C)(C)CC1=O
52	N=c1c2c3c(sc2nc2n1CCCCC2)CCCC3
53	Cc1ccc(NC(=O)CN(c2ccc(Cl)cc2)S(=O)(=O)c2cc([N+](=O)[O-])ccc2Cl)cc1
54	Cc1cccc(S(=O)(=O)Nc2nc3ccccc3nc2NCc2ccco2)c1
55	COc1ccc(N=C2SC(CC(=O)Nc3ccc(F)cc3)C(=O)N2Cc2ccco2)cc1 (stereo unspecified)
56	CCOC(=O)/C(=C\c1cccnc1)C(=O)c1cc(C(C)=O)c(Nc2ccccc2)s1
57	O=C(CO/N=C/c1ccc(OC(F)F)cc1)NCc1cccs1
58	O=C(COC(=O)c1sc2cc(Cl)ccc2c1Cl)Nc1ncc(Cl)cc1Cl
59	Cc1nn(C)c(C)c1NC(=O)CSc1nc(-c2ccccc2Cl)nc2c1cnn2-c1ccccc1
Compound	49	50	51	52	53	54	55	56	57	58	59
Hsp70 act	-0.1	-0.1	0.0	0.6	-0.2	-0.1	-0.4	17*	-0.3	0.6	-0.2
NF-kB neuron act	0.92	1.1	0.86	1.2	0.97	0.82	0.7	0.16	1	1	1
APP transl inh	1	1	0	-14	9	-15	0	45	1	2	12
FLuc inh counter	-10	0	-6	-7	-6	-2	0	-5	-5	0	-4
STAT1 inh	10	-3	5	-1	-4	1	-15	-4	2	-1	-11
STAT3 inh	-1	1	18	-11	10	3	5	-28	-4	-20	-4
RAM inhibit	0.6	1.6	0.4	1.5	3.8	6.9	4.0	2.5	-0.1	4.7	3.1
STAT3 act	106	101	89	112	98	101	100	130	103	126	107
STAT1 activator	89	103	95	98	104	99	114	104	98	100	110
APP 5'UTR act	-1	-1	0	14	-9	15	0	-45	-1	-2	-12
